Cdc42 wt = human Cdc42 wildtype GTP binding change, either direction; GST-Cdc42 beads, Bodipy-GTP binding, flow cytometry; actives lie on both sides; hit rate 0.2% among 190,000; AID 761; P60953; percent activity (GTP binding), % at 10 µM;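 active = percent activity GTP binding at least 20 points away from the 100% baseline, either down as inhibitor or up as activator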;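 note: median bead fluorescence of bound Bodipy-FL-GTP at 100 nM; 0% = excess unlabeled GTP control and 100% = no compound control; below 100% means less GTP binding so inhibitor and above means activator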
Target sequence (P60953 whole entry, looked up): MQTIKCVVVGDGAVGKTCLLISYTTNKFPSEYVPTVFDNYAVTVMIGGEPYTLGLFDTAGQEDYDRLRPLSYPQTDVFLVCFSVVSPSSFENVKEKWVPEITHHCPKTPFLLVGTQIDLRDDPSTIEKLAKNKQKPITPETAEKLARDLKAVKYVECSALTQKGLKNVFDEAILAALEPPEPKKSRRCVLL
Rac1 wt modul = alters GTP binding to wildtype human Rac1 | P63000 | GST-Rac1 beads, fluorescent GTP binding, flow cytometry; actives lie on both sides; 0 = cold GTP competed, 100 = untreated | GTP binding activity (% of control), % at 10 µM | hit rate 0.27% among 190,000;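 active = GTP binding activity at least 20 points away from the 100% control level, either lower or higher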
Mcl1 Noxa PPI = disrupts binding of human Mcl-1 to Noxa peptide; inhibition, % at 21.7 µM; AID 1022; TR-FRET Mcl-1/Noxa peptide binding, 2 h; Q07820; hit rate 1.5% among 220,000;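 active = compounds that cut the protein-peptide binding signal by more than 50% relative to plate controls in a single-dose test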;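 note: His-tagged Mcl-1 with rhodamine Noxa BH3 peptide and terbium anti-His antibody; 0% = Mcl-1 plus Noxa peptide wells and 100% = peptide-only wells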
Target sequence (Q07820 whole entry, looked up): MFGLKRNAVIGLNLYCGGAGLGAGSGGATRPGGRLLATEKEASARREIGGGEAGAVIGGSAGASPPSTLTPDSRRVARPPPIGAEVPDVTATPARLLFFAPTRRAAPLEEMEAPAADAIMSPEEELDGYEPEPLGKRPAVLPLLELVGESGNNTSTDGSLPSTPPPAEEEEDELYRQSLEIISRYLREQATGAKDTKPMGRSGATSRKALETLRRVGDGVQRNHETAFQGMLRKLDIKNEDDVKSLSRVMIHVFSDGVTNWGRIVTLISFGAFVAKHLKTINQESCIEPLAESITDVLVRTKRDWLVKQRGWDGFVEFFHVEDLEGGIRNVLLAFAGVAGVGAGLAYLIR
Rab7 wt modul = modulators of GTP binding to dog Rab7 wildtype GTPase | GST-Rab7 beads, fluorescent GTP binding, flow cytometry; actives lie on both sides; untreated = 100%, excess cold GTP = 0% | GTP binding activity (percent of control), % at 10 µM | hit rate 0.055% among 190,000 | AID 758;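 active = fluorescent GTP binding to Rab7 beads changed by at least 20 points from the 100% baseline, either direction, mostly lower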;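 note: median green fluorescence of bound Bodipy-FL-GTP per Rab7 bead population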
Avidin bead fluor = compound fluoresces at 488/530 nm on avidin beads; compound fluorescence 488/530 nm, flow cytometry; hits give high values; fluorescence (KMESF) at 10 µM; hit rate 0.38% among 220,000; in the data active = fluorescence above about 47; note: inactives centre near 10
HRas wt GTP bind = human HRas wildtype GTP binding, change in either direction | GST-Ras wt beads, Bodipy-FL-GTP binding, flow cytometry; actives lie on both sides | hit rate 0.14% among 190,000 | GTP binding activity, % at 10 µM | AID 759 | P01112;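 active = GTP binding activity at least 20% away from the 100% baseline, either lowered as inhibitor or raised as activator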;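 note: 0% = unlabeled GTP competition control and 100% = no-compound control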
Target sequence (P01112 whole entry, looked up): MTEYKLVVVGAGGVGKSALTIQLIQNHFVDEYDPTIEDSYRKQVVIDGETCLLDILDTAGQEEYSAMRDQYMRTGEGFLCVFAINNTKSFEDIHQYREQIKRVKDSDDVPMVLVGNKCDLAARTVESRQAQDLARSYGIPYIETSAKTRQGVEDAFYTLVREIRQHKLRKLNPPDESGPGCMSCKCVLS
GSH fluor = compound fluoresces at 488/530 nm on GSH beads. GSH beads flow cytometry, compound fluorescence 488/530 nm; hits give high values. fluorescence (KMESF) at 10 µM. hit rate 0.25% among 190,000. AID 1776; in the data active = fluorescence above about 89;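 note: glutathione beads carrying GST-tagged Bcl family fusion proteins plus one bare bead set; values are compound well signal with DMSO vehicle wells as background; inactives centre near 16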
Rac1 mut GTP = alters GTP binding to activated mutant human Rac1. GST-Rac1 activated beads, fluorescent GTP binding, flow cytometry; actives lie on both sides; 100% means binding = to untreated wells. percent activity (GTP binding), % at 10 µM. hit rate 0.11% among 190,000;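 active = GTP binding at least 20 percentage points away from the 100% baseline, in either direction, so actives lie on both sides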
Rab2A wt mod = changes GTP binding to wildtype dog Rab2A, up or down; P61105; GST-Rab2 wt beads, Bodipy-GTP binding, flow cytometry; GTP binding activity, % at 10 µM; hit rate 0.19% among 190,000; AID 760;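 active = GTP binding activity at least 20 points away from 100%, either lowered or raised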;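 note: 0% = beads with excess unlabeled GTP and 100% = no-compound control corrected for plate trend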
Mcl1 Bid PPI = Mcl-1/Bid interaction inhibition; TR-FRET Mcl-1/Bid-Dy647 peptide binding, 1536-well; hit rate 0.97% among 220,000; Q07820; inhibition, % at 21.7 µM;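 active = compounds that cut the binding signal by more than half at the single screening dose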;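 note: His-tagged Mcl-1 with europium anti-His antibody binding Bid BH3 peptide; 0% = Mcl-1 plus peptide wells and 100% = peptide-only wells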
Pf gamet viab = kills late stage P. falciparum gametocytes; P. falciparum stage V gametocytes, ATP luminescence, 24 h; inhibition, % at 10.9 µM; hit rate 0.065% among 150,000; AID 743093;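 active = inhibition above the mean plus 3 SD of compounds within the control limits, set per campaign, cut at about 38% in these data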;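 note: 0% = DMSO wells and 100% = medium only without gametocytes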
An asterisk follows results filed as active.

How did CSCCC(C(=O)OCC(=O)c1ccc(C)c(C)c1)N1C(=O)c2cc(Cl)c(Cl)cc2C1=O (centres undefined) do in these assays?
Cdc42 wt: 101.0; Rac1 wt modul: 101.0; Mcl1 Noxa PPI: -4.2; Rab7 wt modul: 99.0; Avidin bead fluor: 9; HRas wt GTP bind: 102.0; GSH fluor: 16; Rac1 mut GTP: 100.0; Rab2A wt mod: 101.0; Mcl1 Bid PPI: 0.1

Results for COc1ccccc1NC(=O)C(C)NS(=O)(=O)c1ccc(Cl)cc1 (centres undefined) ?
Cdc42 wt: 96.0; Rac1 wt modul: 95.0; Mcl1 Noxa PPI: -13.3; Rab7 wt modul: 104.0; Avidin bead fluor: 7; HRas wt GTP bind: 98.0; GSH fluor: 16; Rac1 mut GTP: 101.0; Rab2A wt mod: 104.0; Mcl1 Bid PPI: -2.0; Pf gamet viab: -3.8

Results for Cc1cc(=O)oc2cc(OC(=O)CCCCCN3C(=O)c4ccccc4C3=O)ccc12 ?
Cdc42 wt: 94.0; Rac1 wt modul: 100.0; Mcl1 Noxa PPI: 19.9; Rab7 wt modul: 99.0; Avidin bead fluor: 22; HRas wt GTP bind: 96.0; GSH fluor: 16; Rac1 mut GTP: 96.0; Rab2A wt mod: 97.0; Mcl1 Bid PPI: 5.5; Pf gamet viab: -12.8

How did Cc1ccc(-n2nnc3c(SCC(=O)NCc4ccco4)ncnc32)cc1 do in these assays?
Cdc42 wt: 100.0; Rac1 wt modul: 106.0; Mcl1 Noxa PPI: 8.9; Rab7 wt modul: 99.0; Avidin bead fluor: 31; HRas wt GTP bind: 100.0; GSH fluor: 10; Rac1 mut GTP: 100.0; Rab2A wt mod: 101.0; Mcl1 Bid PPI: -21.5

Results for O=C(C1CC(c2ccc(F)cc2)=NO1)N1CCN(c2ccccc2)CC1 (centres undefined) ?
Cdc42 wt: 94.0; Rac1 wt modul: 96.0; Mcl1 Noxa PPI: 7.9; Rab7 wt modul: 99.0; Avidin bead fluor: 5; HRas wt GTP bind: 97.0; GSH fluor: 12; Rac1 mut GTP: 95.0; Rab2A wt mod: 96.0; Mcl1 Bid PPI: -11.9

How did Fc1ccc(-n2c(-c3ccco3)nc3nc4ccccc4nc32)cc1 do in these assays?
Cdc42 wt: 100.0; Rac1 wt modul: 99.0; Mcl1 Noxa PPI: 9.4; Rab7 wt modul: 101.0; Avidin bead fluor: 6; HRas wt GTP bind: 99.0; GSH fluor: 17; Rac1 mut GTP: 96.0; Rab2A wt mod: 98.0; Mcl1 Bid PPI: -9.9

How did CCCCCCOc1ccc(N2C(=O)CC(NCCc3ccc(S(N)(=O)=O)cc3)C2=O)cc1 (centres undefined) do in these assays?
Cdc42 wt: 95.0; Rac1 wt modul: 94.0; Mcl1 Noxa PPI: 30.4; Rab7 wt modul: 98.0; Avidin bead fluor: 19; HRas wt GTP bind: 99.0; GSH fluor: 12; Rac1 mut GTP: 96.0; Rab2A wt mod: 99.0; Mcl1 Bid PPI: -8.0; Pf gamet viab: -9.9

Results for Cc1cc(C)c(C#N)c(SCc2ccc3c(c2)OCO3)n1 ?
Cdc42 wt: 101.0; Rac1 wt modul: 102.0; Mcl1 Noxa PPI: 20.2; Rab7 wt modul: 97.0; Avidin bead fluor: 12; HRas wt GTP bind: 100.0; GSH fluor: 78; Rac1 mut GTP: 100.0; Rab2A wt mod: 98.0; Mcl1 Bid PPI: 14.6

What do the screens show for `COC(=O)Nc1nnc(Cc2ccccc2)s1`?
Cdc42 wt: 101.0; Rac1 wt modul: 100.0; Mcl1 Noxa PPI: 1.9; Rab7 wt modul: 97.0; Avidin bead fluor: 38; HRas wt GTP bind: 99.0; GSH fluor: 12; Rac1 mut GTP: 99.0; Rab2A wt mod: 100.0; Mcl1 Bid PPI: 2.4; Pf gamet viab: 6.0

Results for CCc1nc2ccccc2n1CC(O)COCC1CC=CCC1 (centres undefined) ?
Cdc42 wt: 98.0; Rac1 wt modul: 98.0; Mcl1 Noxa PPI: -6.6; Rab7 wt modul: 99.0; Avidin bead fluor: 9; HRas wt GTP bind: 95.0; GSH fluor: 19; Rac1 mut GTP: 98.0; Rab2A wt mod: 98.0; Mcl1 Bid PPI: -30.6; Pf gamet viab: -98.9

Results for C/C=C(\C)CN1CCCC(CO)(Cc2ccccc2)C1 (centres undefined) ?
Cdc42 wt: 99.0; Rac1 wt modul: 101.0; Mcl1 Noxa PPI: 9.7; Rab7 wt modul: 103.0; Avidin bead fluor: 10; HRas wt GTP bind: 100.0; GSH fluor: 9; Rac1 mut GTP: 95.0; Rab2A wt mod: 98.0; Mcl1 Bid PPI: -4.9; Pf gamet viab: -14.2

Results for CC1CCC2=NN(C(=O)c3ccco3)C(O)(C(F)(F)F)C2C1 (centres undefined) ?
Cdc42 wt: 94.0; Rac1 wt modul: 101.0; Mcl1 Noxa PPI: -2.8; Rab7 wt modul: 104.0; Avidin bead fluor: 10; HRas wt GTP bind: 100.0; GSH fluor: 10; Rac1 mut GTP: 96.0; Rab2A wt mod: 99.0; Mcl1 Bid PPI: -22.6; Pf gamet viab: -7.0

Results for O=C(c1ccc(S(=O)(=O)c2cccc(Cl)c2)c([N+](=O)[O-])c1)N1CCN(Cc2ccccc2)CC1 ?
Cdc42 wt: 93.0; Rac1 wt modul: 102.0; Mcl1 Noxa PPI: 4.9; Rab7 wt modul: 95.0; Avidin bead fluor: 10; HRas wt GTP bind: 96.0; GSH fluor: 13; Rac1 mut GTP: 93.0; Rab2A wt mod: 94.0; Mcl1 Bid PPI: -5.1; Pf gamet viab: -18.9

Results for Cc1ccc2nsnc2c1NC(=O)Cc1ccc(Cl)cc1 ?
Cdc42 wt: 98.0; Rac1 wt modul: 102.0; Mcl1 Noxa PPI: -8.5; Rab7 wt modul: 103.0; Avidin bead fluor: 8; HRas wt GTP bind: 99.0; GSH fluor: 12; Rac1 mut GTP: 99.0; Rab2A wt mod: 99.0; Mcl1 Bid PPI: -16.8

How did O=C(NC1CCCCCC1)C1CCCN(S(=O)(=O)c2cccs2)C1 (centres undefined) do in these assays?
Cdc42 wt: 97.0; Rac1 wt modul: 95.0; Mcl1 Noxa PPI: -27.4; Rab7 wt modul: 95.0; Avidin bead fluor: 13; HRas wt GTP bind: 98.0; GSH fluor: 36; Rac1 mut GTP: 93.0; Rab2A wt mod: 95.0; Mcl1 Bid PPI: -17.8; Pf gamet viab: -1.4

What do the screens show for `O=C(CNC(=O)Cc1ccccc1)NCC(=O)OCC(=O)c1ccc(Cl)cc1`?
Cdc42 wt: 101.0; Rac1 wt modul: 99.0; Mcl1 Noxa PPI: -25.7; Rab7 wt modul: 96.0; Avidin bead fluor: 5; HRas wt GTP bind: 97.0; GSH fluor: 15; Rac1 mut GTP: 98.0; Rab2A wt mod: 94.0; Mcl1 Bid PPI: -67.9; Pf gamet viab: -5.6

How did Cc1ccccc1Nc1nnc(C)c(=O)n1N do in these assays?
Cdc42 wt: 105.0; Rac1 wt modul: 101.0; Mcl1 Noxa PPI: 17.6; Rab7 wt modul: 98.0; Avidin bead fluor: 11; HRas wt GTP bind: 105.0; GSH fluor: 22; Rac1 mut GTP: 102.0; Rab2A wt mod: 102.0; Mcl1 Bid PPI: -11.4; Pf gamet viab: -16.6

Results for COc1ccc(C2CC(c3ccccc3)=NN2C(=O)c2cccs2)cc1 (centres undefined) ?
Cdc42 wt: 93.0; Rac1 wt modul: 95.0; Rab7 wt modul: 93.0; Avidin bead fluor: 10; HRas wt GTP bind: 95.0; GSH fluor: 35; Rac1 mut GTP: 94.0; Rab2A wt mod: 93.0; Mcl1 Bid PPI: -29.2

What do the screens show for `c1ccc2c(CCNc3ncnc4nc[nH]c34)cccc2c1`?
Cdc42 wt: 96.0; Rac1 wt modul: 105.0; Mcl1 Noxa PPI: -9.6; Rab7 wt modul: 95.0; Avidin bead fluor: 5; HRas wt GTP bind: 96.0; GSH fluor: 17; Rac1 mut GTP: 94.0; Rab2A wt mod: 95.0; Mcl1 Bid PPI: -10.9; Pf gamet viab: 6.9

Results for Fc1ccc(-c2nc3nc4ccccc4nc3n2Cc2ccco2)cc1 ?
Cdc42 wt: 99.0; Rac1 wt modul: 100.0; Mcl1 Noxa PPI: 4.8; Rab7 wt modul: 99.0; Avidin bead fluor: 6; HRas wt GTP bind: 99.0; GSH fluor: 28; Rac1 mut GTP: 96.0; Rab2A wt mod: 100.0; Mcl1 Bid PPI: -15.4

How did CC(=O)c1cc2c(cc1NC(=O)CSc1nnc(C)s1)OCO2 do in these assays?
Cdc42 wt: 104.0; Rac1 wt modul: 106.0; Mcl1 Noxa PPI: -15.5; Rab7 wt modul: 97.0; Avidin bead fluor: 8; HRas wt GTP bind: 104.0; GSH fluor: 14; Rac1 mut GTP: 99.0; Rab2A wt mod: 104.0; Mcl1 Bid PPI: 10.0

Results for Cc1ccc(NC(=O)C(=O)c2cn(CC(=O)N3CCCCC3)c3ccccc23)cc1 ?
Cdc42 wt: 100.0; Rac1 wt modul: 106.0; Mcl1 Noxa PPI: -25.6; Rab7 wt modul: 104.0; Avidin bead fluor: 14; HRas wt GTP bind: 101.0; GSH fluor: 20; Rac1 mut GTP: 99.0; Rab2A wt mod: 98.0; Mcl1 Bid PPI: 6.3; Pf gamet viab: -1.9

Results for CCOC(=O)N1CCN(CCC(=O)Nc2ccc(OC(F)(F)F)cc2)CC1 ?
Cdc42 wt: 100.0; Rac1 wt modul: 104.0; Mcl1 Noxa PPI: 20.3; Rab7 wt modul: 98.0; Avidin bead fluor: 37; HRas wt GTP bind: 99.0; GSH fluor: 29; Rac1 mut GTP: 97.0; Rab2A wt mod: 99.0; Mcl1 Bid PPI: 5.1

Results for Cc1cc(N2CCCC2=O)ccc1S(=O)(=O)N1CCOCC1 ?
Cdc42 wt: 96.0; Rac1 wt modul: 103.0; Mcl1 Noxa PPI: 20.9; Rab7 wt modul: 95.0; Avidin bead fluor: 7; HRas wt GTP bind: 96.0; GSH fluor: 13; Rac1 mut GTP: 101.0; Rab2A wt mod: 95.0; Mcl1 Bid PPI: 3.2; Pf gamet viab: 20.0

What do the screens show for `CCc1nc2ccccc2c(C(=O)OCC(=O)Nc2cccc(S(=O)(=O)N3CCOCC3)c2)c1C`?
Cdc42 wt: 95.0; Rac1 wt modul: 96.0; Mcl1 Noxa PPI: -6.8; Rab7 wt modul: 98.0; Avidin bead fluor: 21; HRas wt GTP bind: 97.0; GSH fluor: 17; Rac1 mut GTP: 97.0; Rab2A wt mod: 97.0; Mcl1 Bid PPI: -10.1; Pf gamet viab: -28.5

Results for O=C(Cc1ncc(C(F)(F)F)cc1Cl)N1CCN(c2ccc(F)cc2)CC1 ?
Cdc42 wt: 105.0; Rac1 wt modul: 110.0; Mcl1 Noxa PPI: -0.3; Rab7 wt modul: 102.0; Avidin bead fluor: 12; HRas wt GTP bind: 104.0; GSH fluor: 35; Rac1 mut GTP: 101.0; Rab2A wt mod: 103.0; Mcl1 Bid PPI: -3.1; Pf gamet viab: -10.8

Bioassay records (PubChem BioAssay)
